ADAM10 inh – human ADAM10 inhibitors, primary screen, biochemical, QFRET, HTS. inhibition, % at 7 µM. recombinant ADAM10, EDANS/DABCYL FRET peptide cleavage, 3 h. AID 720582, 2013. 370,000 compounds, 0.62% hits;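 active = inhibition above a per-campaign cutoff equal to the mean of compounds falling between control-based bounds plus 3 SD, cut at about 20% in these data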;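 also: 0% = DMSO wells while the 100% control is not disclosed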
GAA850 FXN act – FXN promoter activators, primary screen, cell-based, luciferase luminescence, HEK293 lucGAA850; 360,000 compounds, 0.56% hits; activation, % at 6 µM; HEK293 lucGAA850 FXN promoter luciferase reporter, 24 h; percent of 10 µM SAHA response; AID 540364, 2011;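 active = activation above the average of all compounds screened plus 3 SD, cutoff fixed separately per campaign, cut at about 7.5% in these data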;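 also: 0% = DMSO wells and 100% = 10 µM SAHA wells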
hcDAF12 agonist – H. contortus DAF-12 nuclear receptor activators, primary screen, cell-based, luminescence, HEK293, lit1-tk-luc reporter | HEK293 hcDAF-12 lit1-tk-luc reporter; 0% DMSO, 100% Δ7-dafachronic acid | activation, % at 6.8 µM | 370,000 compounds, 1.4% hits | AID 652067, 2013;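 active = activation above the mean of all tested compounds plus 3 SD, cut at about 5.5% in these data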;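 also: 100% = response to 3 µM Δ7-dafachronic acid high control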
hgDAF12 agonist – H. glycines DAF-12 receptor agonists, primary screen, cell-based, luminescence, HEK293, GAL4 fusion, UAS-luciferase. HEK293 GAL4-hgDAF12 UAS-luciferase reporter, agonist luminescence; normalized to butyrate control. 370,000 compounds, 1.8% hits. Nuclear hormone receptor DAF-12 (Heterodera glycines), GAL4 fusion. activation, % at 6.8 µM. AID 687014, 2013;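 active = activation above a cutoff set at the mean of all screened compounds plus 3 SD, cut at about 10% in these data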;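 also: 0% = DMSO wells and 100% = sodium butyrate wells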
NPR1 activator – GC-A stimulated cGMP production enhancers – HEK293 GC-A cells, cGMP TR-FRET, EC30 ANP, primary screen | Atrial natriuretic peptide receptor 1 (Homo sapiens), P16066 | 0% at EC30 ANP, 100% saturating ANP | activation, % at 10 µM | 370,000 compounds, 0.14% hits; in the data active = activation above about 40%
Target sequence (P16066 whole entry, looked up): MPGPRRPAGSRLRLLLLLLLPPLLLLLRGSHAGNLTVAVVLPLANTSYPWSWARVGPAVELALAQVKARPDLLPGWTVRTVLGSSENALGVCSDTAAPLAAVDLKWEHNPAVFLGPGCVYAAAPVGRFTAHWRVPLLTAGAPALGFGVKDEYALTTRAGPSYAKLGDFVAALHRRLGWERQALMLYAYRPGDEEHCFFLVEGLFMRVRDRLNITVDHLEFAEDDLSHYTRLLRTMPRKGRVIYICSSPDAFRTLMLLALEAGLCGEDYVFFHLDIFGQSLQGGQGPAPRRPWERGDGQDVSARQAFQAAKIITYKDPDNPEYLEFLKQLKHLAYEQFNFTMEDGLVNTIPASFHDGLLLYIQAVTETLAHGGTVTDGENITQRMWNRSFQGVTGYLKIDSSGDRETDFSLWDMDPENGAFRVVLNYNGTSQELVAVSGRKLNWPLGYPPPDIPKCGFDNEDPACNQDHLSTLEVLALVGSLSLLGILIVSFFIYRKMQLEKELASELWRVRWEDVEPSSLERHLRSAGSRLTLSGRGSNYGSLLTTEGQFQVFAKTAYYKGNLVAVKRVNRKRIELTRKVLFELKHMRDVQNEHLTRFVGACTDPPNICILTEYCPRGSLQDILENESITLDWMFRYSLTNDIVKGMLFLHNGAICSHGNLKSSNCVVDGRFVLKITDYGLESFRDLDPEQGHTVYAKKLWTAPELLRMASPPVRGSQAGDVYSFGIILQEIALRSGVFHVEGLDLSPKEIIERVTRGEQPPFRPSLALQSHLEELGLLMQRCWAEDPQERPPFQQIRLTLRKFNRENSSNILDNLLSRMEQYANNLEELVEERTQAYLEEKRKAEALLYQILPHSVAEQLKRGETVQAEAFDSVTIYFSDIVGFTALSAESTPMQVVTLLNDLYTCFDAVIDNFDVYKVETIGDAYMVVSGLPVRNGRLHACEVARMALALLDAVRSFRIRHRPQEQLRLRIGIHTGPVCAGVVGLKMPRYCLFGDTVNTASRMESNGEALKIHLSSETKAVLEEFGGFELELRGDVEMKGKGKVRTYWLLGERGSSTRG
PG9 binder – binders of HIV-1 gp120 antibody PG9, primary screen, biochemical, TR-FRET; TR-FRET gp120-PG9 antibody binding; HIV-1 gp120 / PG9 antibody interaction; 360,000 compounds, 0.43% hits; inhibition, % at 6.7 µM; in the data active = inhibition above about 8.5%
SMARCA2 act – SMARCA2 (BRM) function activators, primary screen, cell-based, luminescence, high throughput. AID 652017, 2013. MG213 cells, MMTV-luciferase reporter, dexamethasone, overnight. 370,000 compounds, 1% hits. activation, % at 9.1 µM; in the data active = activation above about 7.8%;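 also: 0% = vehicle wells and 100% = reference activator wells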
DAX1 inh-1 – DAX1 (NR0B1) inhibitors, primary screen, cell-based, HEK293, Gal4-DAX1, luciferase luminescence | HEK293 Gal4-DAX1 luciferase reporter | inhibition, % at 6.75 µM | 340,000 compounds, 0.99% hits | AID 504766, 2011;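 active = inhibition above the mean over all tested compounds plus 3 SD, cut at about 4.2% in these data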;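 also: 0% = DAX1-transfected cells with DMSO and 100% = empty-vector control cells with DMSO; inhibition shows as a rise in luminescence from relieved DAX1 repression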
DAX1 inh-2 – DAX1 (NR0B1) inhibitors on StAR promoter, primary screen, cell-based, luminescence, SF-1 (NR5A1), full-length DAX-1; 370,000 compounds, 1.1% hits; AID 652010, 2013; inhibition, % at 6.8 µM; HEK293T StAR-luciferase reporter, SF-1/DAX-1 repression relief;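 active = inhibition above the mean over all tested compounds plus 3 SD, cut at about 3.6% in these data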;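 also: 0% = DAX-1 cells with DMSO and 100% = cells lacking DAX-1 with DMSO; higher inhibition means more luminescence from relief of DAX-1 repression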
ssDAF12 agonist – S. stercoralis DAF-12 nuclear receptor activators, primary screen, cell-based, luminescence, HEK293, GRIP1 co-expression, lit1-tk-luc; Nuclear hormone receptor DAF-12 (Strongyloides stercoralis); HEK293 ssDAF-12/GRIP1 lit1-tk-luc reporter; % of 3 µM dafachronic acid response; activation, % at 6.8 µM; 370,000 compounds, 1% hits; AID 652126, 2013;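 active = activation above the mean over all tested compounds plus 3 SD, cut at about 0.9% in these data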;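 also: 0% = DMSO-only wells and 100% = 3 µM delta7-dafachronic acid wells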
ADAM17 inh – ADAM17 inhibitors, primary screen, biochemical, QFRET. Disintegrin and metalloproteinase domain-containing protein 17 (Homo sapiens), P78536. recombinant ADAM17, EDANS/DABCYL FRET peptide cleavage. inhibition, % at 6.95 µM. 370,000 compounds, 0.83% hits;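 active = inhibition above the mean of compounds lying between control limits plus 3 SD, set per campaign, cut at about 8.5% in these data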;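 also: 0% = DMSO-only wells as the low control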
Numbers without * were called inactive; · = not tested or not shown. Outcome played no part in choosing rows. About 6.8% of those tested had a hit in this group.

SMILES | ADAM10 inh | GAA850 FXN act | hcDAF12 agonist | hgDAF12 agonist | NPR1 activator | PG9 binder | SMARCA2 act | DAX1 inh-1 | DAX1 inh-2 | ssDAF12 agonist | ADAM17 inh
COc1cccc(NC(=O)CNC(=O)[C@@H]2Cc3ccccc3CN2C(=O)OC(C)(C)C)c1 | -0.1 | -1.1 | -2.4 | -1.1 | -3.3 | 2.0 | -0.3 | 0.9 | -0.1 | -1.0 | 7.0
CN1CCN(S(=O)(=O)c2ccc3c(c2)C(C)(C)C(=O)N3C)CC1 | 4.3 | 1.3 | 0.8 | -0.1 | 1.4 | 0.9 | 4.9 | 1.1 | 0.8 | -1.1 | -2.3
CN=C1S/C(=C\c2ccc(Cl)cc2)C(=O)N1C | 4.6 | 3.0 | -1.3 | 3.5 | 1.3 | -1.9 | 2.3 | -0.9 | 0.4 | -0.9 | -1.4
C=CCNc1ccc(C(=O)O)cc1 | 4.0 | -0.8 | -1.2 | -0.7 | 0.5 | -0.1 | 9.7* | -0.7 | -0.1 | -0.9 | -2.8
c1ccc(NCc2cccnc2)cc1 | 0.7 | -3.2 | -0.5 | -0.4 | -1.7 | -0.3 | 0.0 | 2.1 | 0.5 | 0.1 | -6.7
O=C(COc1ccccc1)N/N=C/c1ccc2c(c1)OCO2 | -8.9 | 0.1 | 0.3 | -0.7 | 3.2 | -1.5 | 2.4 | -1.8 | -0.1 | -1.1 | -5.7
COc1ccc(Nc2ncnc3c2c(C)c(C)n3CCO)cc1 | -0.7 | 4.2 | 2.8 | 16.4* | 1.7 | -2.9 | 3.1 | 3.1 | 3.5 | 0.5 | -1.3
Cc1nn2c(N3CCOCC3)c3c(nc2c1-c1ccccc1)CCCC3 | -4.8 | 0.8 | -1.3 | -1.0 | -2.5 | 0.5 | -2.4 | -0.4 | -0.5 | -0.7 | -7.3
Cc1nnc(SCC2=C(C(=O)O)N3C(=O)C(NC(=O)COc4ccc(F)cc4)C3SC2)s1 (configuration not stated) | -16.6 | -0.5 | 0.6 | 1.2 | -1.6 | 0.4 | 0.9 | 0.4 | -1.4 | -1.1 | -0.8
Cc1cccc(N2CC(O)(c3cccs3)[N+]3=C2CCCC3)c1 (configuration not stated) | -3.3 | 1.4 | 0.0 | 0.1 | -2.4 | 0.2 | 0.2 | -0.1 | -0.8 | -1.7 | 0.2
CC1(c2ccccc2)NC(=O)N(CC(=O)Nc2cc(Cl)ccc2N2CCOCC2)C1=O (configuration not stated) | -2.4 | -0.2 | -1.2 | -2.5 | -3.9 | -0.2 | -2.5 | 0.0 | 0.3 | -0.7 | -6.4
c1cncc(-c2nnc(SCc3cccc4ccccc34)o2)c1 | 3.2 | 2.6 | 0.0 | 1.9 | 2.2 | 2.8 | -0.9 | -1.0 | -0.6 | -1.3 | 1.6
COc1ccccc1CN1CN(S(=O)(=O)c2ccccc2)c2nc3ccccc3nc21 | -195.5 | 2.4 | 6.1* | 3.8 | -4.2 | 1.1 | -0.3 | -0.9 | 0.7 | -0.8 | -71.4
Cc1ccc(S(=O)(=O)N2CCC(C(N)=O)CC2)cc1C(=O)NC1CCCCC1 | -6.5 | 1.9 | 0.5 | 0.6 | 3.8 | 1.3 | -2.5 | 0.4 | -0.9 | -1.1 | -1.3
O=C(CN1CCC(C(=O)c2ccc3c(c2)OCCO3)CC1)NCc1ccc(F)cc1 | 3.9 | 2.0 | -1.8 | -0.2 | -0.6 | -1.1 | 0.3 | 0.0 | -0.3 | -0.8 | -0.5
CCCCNC(=O)Cn1nc(Cc2ccncc2)c2ccccc2c1=O | 0.4 | -1.6 | 1.5 | -1.9 | 4.4 | -1.4 | -3.2 | 0.3 | -0.7 | -1.1 | -4.2
O=C(N=C1SC2CS(=O)(=O)CC2N1c1ccccc1F)C1CCCCC1 (configuration not stated) | 5.5 | 0.6 | 2.1 | -2.0 | -3.8 | -2.4 | 7.3 | 1.5 | 0.0 | -0.9 | 1.0
CCOc1ccc(Cc2nnc(SCC(=O)Nc3c(C)cccc3C)[nH]c2=O)cc1 | -8.2 | 1.0 | 1.4 | -1.5 | 5.2 | -1.8 | -0.2 | 0.5 | -0.3 | -1.3 | -6.9
CC(=O)Nc1ccc(-c2cc(N)n(-c3ccccc3)n2)cc1 | -11.6 | 7.6 | 4.4 | 11.3* | 1.9 | 0.0 | 2.2 | 2.2 | 3.9* | -0.8 | 0.4
Cc1nn(C)c(C(=O)NN)c1Cl | 1.7 | 1.3 | 0.4 | -3.4 | -0.9 | -1.3 | -3.7 | · | 0.1 | -1.0 | -1.8
COc1cc(NC(=O)c2cccc(C)c2)c(OC)cc1NC(=O)CN1CCOCC1 | -8.3 | 0.4 | -2.9 | -2.2 | 4.4 | -0.4 | -1.1 | -0.8 | -1.5 | -1.7 | -1.3
CCOc1ccc(/C=N/n2nnnc2N)cc1OCC | -166.1 | 2.1 | -1.4 | 0.3 | -0.8 | -1.2 | -3.4 | 1.4 | 0.2 | -1.0 | -43.5
FC(F)C(F)(F)C(F)(F)C(F)(F)c1cc(-c2ccccc2)n[nH]1 | 23.4* | 4.6 | 1.1 | 5.5 | 3.5 | 1.5 | -2.3 | 1.0 | -0.1 | -0.4 | 6.0
C=CCNC(=S)N(C)[C@H]1C[C@H]2c3[nH]c4cccc(-c5cccc(F)c5)c4c3CCN2C(=O)[C@H]1[C@H](C)O | -445.8 | · | -3.6 | 4.0 | -3.9 | · | -0.2 | · | 0.0 | -1.5 | -128.2
CCOc1ccc(N2C(=O)C(CC(=O)Nc3ccccc3)N(Cc3ccccn3)C2=S)cc1 (configuration not stated) | 8.8 | -8.5 | -1.9 | -1.5 | 2.1 | 1.0 | -1.6 | -0.5 | -0.5 | -2.1 | 1.7
Cc1ccc(S(=O)(=O)NCc2ccc3c(c2)OCO3)cc1 | -4.0 | · | 1.1 | 4.7 | 0.6 | 0.7 | 0.5 | · | -0.2 | -0.8 | -3.0
Cc1cc(C)c2c(N)c(C(=O)NNC(=O)c3ccccc3)sc2n1 | -304.6 | 5.0 | 1.6 | 4.3 | 1.8 | -4.3 | 7.5 | 1.0 | 0.8 | 0.1 | -107.7
Cc1ccc(CNC(=O)OC(C)(C)C)c(/C=C/S(=O)(=O)NCc2ccc(F)cc2)c1 | 2.3 | · | -3.4 | -1.4 | -3.1 | · | 0.4 | · | -1.6 | -1.3 | 3.5
Cc1cnc(NC(=O)/C=C/c2ccc(Br)o2)s1 | -1.3 | 4.8 | -0.3 | 5.2 | 1.9 | -0.2 | 3.6 | 1.0 | -0.1 | -0.5 | -5.2
Clc1ccccc1Cn1c(/C=C/c2ccco2)nc2ccccc21 | -120.7 | 2.5 | -1.4 | -3.0 | 2.1 | -0.3 | -0.3 | -0.5 | -0.1 | -1.9 | -34.9
O=c1c(Cc2c(F)cccc2Cl)c(O)ccn1CCc1c[nH]c2ccccc12 | -4.9 | -2.1 | -1.1 | -1.8 | 2.7 | 0.5 | -3.6 | 0.6 | -0.4 | -1.3 | -2.7
C=CCn1c(SCc2nnc(-c3ccccc3)o2)nnc1C(O)c1ccccc1 (configuration not stated) | 1.4 | 1.1 | 0.8 | 2.5 | -6.4 | 1.3 | -1.0 | 0.1 | -0.7 | -2.0 | -2.5
COc1ccc2oc(C(=O)NCCN3CCOCC3)c(C)c2c1OC | -364.8 | -0.6 | -1.4 | -1.9 | -3.3 | 1.7 | -0.2 | 0.2 | 0.7 | -1.0 | -103.5
COC(=O)[C@@H](NC(=O)NC1CCN(Cc2ccccc2)CC1)C(C)C | 3.1 | 0.2 | -1.5 | -0.7 | -1.6 | -2.3 | -0.3 | 1.8 | -0.3 | -1.1 | -0.7
O=C(Nc1cccnc1Cl)c1cc(-c2cccc(O)c2)on1 | 4.5 | 2.5 | -0.6 | 1.3 | -3.7 | -1.1 | 3.1 | 0.7 | 1.5 | -1.1 | -0.3
CCOC(=O)c1ccc(NC(=O)C2C3CCCCC32)cc1 (configuration not stated) | 8.2 | 4.0 | 0.7 | 7.0 | 1.5 | -0.1 | 3.0 | 1.9 | 0.6 | -1.4 | 8.0
O=C(Nc1ccc([N+](=O)[O-])cc1)c1cncc(Br)c1 | 1.9 | 0.3 | -0.7 | 5.4 | -3.1 | -2.4 | -0.5 | 0.6 | -0.4 | -0.7 | -0.1
Cc1ccc(NC(=O)CN(C)C(=O)Cn2cc(C(F)(F)F)ccc2=O)cc1 | 0.2 | -0.8 | 2.9 | -0.3 | 3.5 | -1.5 | -0.5 | 2.0 | 1.1 | -0.6 | 2.4
O=C(Nc1ccccc1F)c1ccc2c(c1)CCN2S(=O)(=O)c1ccccc1 | 14.3 | 0.2 | -3.1 | -3.2 | -15.4 | 1.9 | -0.8 | 0.8 | -1.8 | -1.9 | 4.5
O=C(/C=C/c1c(F)cccc1Cl)NCc1ccco1 | 0.0 | 1.6 | 2.0 | 3.7 | 0.7 | -1.6 | 3.0 | -0.1 | 0.1 | -1.7 | -1.0
COc1ccc(S(=O)(=O)N/N=C(/C)c2cccc(NC(=O)c3ccccc3Cl)c2)cc1 | 5.9 | -0.6 | -0.4 | 1.3 | -8.4 | 0.4 | 2.5 | -0.5 | -0.4 | -0.7 | -1.0
NS(=O)(=O)c1ccc(CCNC(=O)CN2CCCCC2)cc1 | 3.2 | 2.0 | -1.0 | -1.8 | -0.6 | -2.4 | -3.7 | -0.4 | -0.2 | -1.0 | 2.4
Cc1cccc(N(C)C(=O)c2cc3c(=O)[nH]c4ccc(C)cc4c3s2)c1 | 6.4 | -7.1 | 2.5 | 0.3 | 16.0 | 4.0 | 1.2 | 0.3 | -0.9 | -1.2 | -2.0
CCCNC(=O)c1cc(C2CCCCN2S(=O)(=O)Cc2cccc(C(F)(F)F)c2)on1 (configuration not stated) | -0.3 | 1.0 | -1.0 | -3.2 | -0.2 | -1.2 | -1.6 | · | -0.6 | -0.9 | -3.1
O=C(CCc1ccco1)CCc1ccco1 | -15.4 | 0.1 | -0.5 | 3.3 | 3.0 | 0.2 | 0.5 | -0.6 | 0.7 | -1.1 | -4.4
CN(c1cccc(NC(=O)c2cccc([N+](=O)[O-])c2)c1)S(C)(=O)=O | -13.0 | 1.0 | -0.8 | 6.7 | 1.8 | 0.9 | -3.7 | 0.1 | -0.5 | -1.3 | -3.3

Source: PubChem
